Wnt act: Wnt/beta-catenin pathway activation. Wnt/beta-catenin reporter cell assay, activator, plate reader. activation, % at 9.35 µM. hit rate 1.2% among 300,000. AID 743398; in the data active = activation above about 30%, passing the limit was not always enough;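 note: 0% = neutral control wells and 100% = positive control wells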
Rtt109 Vps75: inhibitors of Candida albicans Rtt109/Vps75 histone acetyltransferase. Q5AAJ8. purified Rtt109/Vps75, ThioGlo CoA-SH fluorescence, 4 h. inhibition, % at 34.9 µM. hit rate 0.16% among 330,000. AID 540336;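 active = inhibition of at least 50% in every replicate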
Target sequence (Q5AAJ8 whole entry, looked up): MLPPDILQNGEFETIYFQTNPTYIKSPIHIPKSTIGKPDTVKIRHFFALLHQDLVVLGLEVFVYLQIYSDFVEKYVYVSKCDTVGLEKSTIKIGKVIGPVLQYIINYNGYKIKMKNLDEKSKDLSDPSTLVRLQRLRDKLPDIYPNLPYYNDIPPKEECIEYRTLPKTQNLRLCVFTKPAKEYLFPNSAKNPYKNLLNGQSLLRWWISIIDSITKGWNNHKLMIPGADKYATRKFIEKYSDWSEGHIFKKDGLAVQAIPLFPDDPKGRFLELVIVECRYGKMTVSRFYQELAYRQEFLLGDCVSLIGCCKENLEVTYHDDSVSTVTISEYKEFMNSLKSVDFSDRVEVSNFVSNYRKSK
MITF TRPM1 HTS: activators of MITF-driven TRPM1 promoter activity in SK-MEL-5 cells; activation, % at 12.5 µM; hit rate 0.75% among 300,000; SK-MEL-5 TRPM1-promoter luciferase, 24 h; % of positive control, neutral wells = 0; AID 588334;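 active = mean activation of at least 80% with every replicate also reaching 80%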;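 note: 0% = neutral control wells and 100% = parthenolide positive control wells; values of inactives mirror those of a sister screen read the other way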
HTR5A ag ctr: counter-screen for OPRM1-OPRD1 agonists: human HTR5A agonism | P47898 | HTR5A agonist assay, luminescence, cell-based | activation, % at 9.3 µM | hit rate 0.61% among 340,000 | AID 504692; in the data active = activation mostly above about 9.5%, no sharp cut-off; inactive = mostly below about 7.6%;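 note: 0% = cells with vehicle only and 100% = reference agonist; strong numbers were not always called active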
Target sequence (P47898 whole entry, looked up): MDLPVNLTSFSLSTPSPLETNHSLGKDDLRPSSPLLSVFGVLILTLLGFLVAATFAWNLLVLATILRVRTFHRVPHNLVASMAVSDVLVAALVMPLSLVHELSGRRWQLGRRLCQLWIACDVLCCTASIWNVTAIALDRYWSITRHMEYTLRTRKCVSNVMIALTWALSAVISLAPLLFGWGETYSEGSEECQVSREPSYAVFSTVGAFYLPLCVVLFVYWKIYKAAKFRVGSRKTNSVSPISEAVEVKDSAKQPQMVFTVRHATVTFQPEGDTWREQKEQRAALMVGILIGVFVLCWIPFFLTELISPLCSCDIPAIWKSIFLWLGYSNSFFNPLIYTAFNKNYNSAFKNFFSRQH
SR-BI uptake up: enhances SR-BI lipid uptake from DiI-HDL | CHO ldlA[mSR-BI] cells, DiI-HDL uptake fluorescence, 3 h; 100 = double the neutral-control signal | activation, % at 12.5 µM | hit rate 0.096% among 320,000;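 active = mean replicate activation of at least 60% and every replicate at or above 60%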;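 note: 0% = median plate neutral-control signal and 100% = twice that signal; values of inactives mirror those of a sister screen read the other way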
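Assay system: CHO ldlA[mSR-BI] cells, LDL receptor-null, SR-BI overexpressing; medium: Ham's F12 with 0.5% BSA, HEPES 25 mM, pH 7.4; also added: DiI-HDL 10 µg/mL; timing: 3 h uptake period with compound, 37 °C; signal: DiI fluorescence, bottom read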
cardiac RTF act: cardiac RTF calcium sensitization; P19429+P45379; IANBD-labeled TnC RTF fluorescence at EC20 calcium; 0% EC20 calcium, 100% full calcium; activation, % at 7.2 µM; hit rate 0.24% among 340,000; AID 493008;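 active = activation above the mean over all tested compounds plus 3 SD, cut at about 30% in these data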;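 note: rise in fluorescence read as greater calcium sensitivity of cardiac thin filaments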
CDK5 p35 inh: CDK5/p35 (human) kinase inhibition; Q00535+Q15078; Recombinant CDK5/p35, ADP-Glo luminescence, 60 min; inhibition, % at 10 µM; hit rate 0.01% among 330,000;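 active = highest replicate inhibition of at least 50% and at least 75% of replicates reaching 50%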;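 note: plate controls were DMSO neutral control for no effect and GW8510 at 10 µM for full effect; many of its hits are not listed in these tables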
dFosB activator: enhances mouse delta FosB homodimer DNA binding; P13346; purified delta FosB, TAMRA-CDK5 oligo fluorescence polarization; percent of positive-control signal above neutral wells; activation, % at 25 µM; hit rate 0.99% among 340,000;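 active = mean activation above about 17%, with every replicate also reaching it, limit read from the data, passing the limit was not always enough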;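 note: fluorescence polarization rise as delta FosB binds a TAMRA Cdk5 AP-1 oligo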
Target sequence (P13346 whole entry, looked up): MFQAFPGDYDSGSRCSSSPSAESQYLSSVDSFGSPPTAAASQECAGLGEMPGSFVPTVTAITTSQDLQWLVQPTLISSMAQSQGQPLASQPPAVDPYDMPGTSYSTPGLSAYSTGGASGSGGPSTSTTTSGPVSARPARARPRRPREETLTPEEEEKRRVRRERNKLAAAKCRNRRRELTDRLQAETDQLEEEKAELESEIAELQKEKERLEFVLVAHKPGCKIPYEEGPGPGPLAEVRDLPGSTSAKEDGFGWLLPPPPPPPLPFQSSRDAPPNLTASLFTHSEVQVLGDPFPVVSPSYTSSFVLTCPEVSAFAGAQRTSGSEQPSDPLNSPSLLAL
PvdQ inh: blocks Pseudomonas aeruginosa PvdQ acylase activity. purified PvdQ acylase, fluorescence plate reader. inhibition, % at 10 µM. hit rate 0.063% among 340,000. AID 488965; in the data active = inhibition above about 30%, passing the limit was not always enough;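 note: 0% = vehicle neutral wells and 100% = reference inhibitor wells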
SR-BI DiI inh: blocks mouse SR-BI lipid uptake from DiI-HDL | Q61009 | ldlA[mSR-BI] CHO cells, DiI-HDL uptake fluorescence, 3 h | inhibition, % at 12.5 µM | hit rate 0.96% among 320,000 | AID 488896;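 active = mean replicate inhibition of at least 70% and a set share of replicates each scoring 70 or more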;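 note: 0% = median of neutral control wells and 100% = median of positive control wells; values of inactives mirror those of a sister screen read the other way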
Starred values were filed as active, the others as inactive; / = not tested or not shown.

no.	Molecule	SR-BI uptake up	SR-BI DiI inh	HTR5A ag ctr	cardiac RTF act	PvdQ inh	MITF TRPM1 HTS	Wnt act	CDK5 p35 inh	Rtt109 Vps75	dFosB activator
1	Nc1c(C(=O)CSc2nnnn2-c2ccccc2)c(=O)[nH]c(=O)n1C1CC1	5	-5	1	-3	-15	7	1	-0.7	-1	-1
2	O=C(NCc1ccc(F)cc1)c1cccnc1C(=O)O	-8	8	1	-7	-5	/	-1	-0.7	1	-5
3	Cc1cccc(C(=O)NC(=S)NNC(=O)Cc2ccccc2)c1	-26	26	-4	-1	6	3	12	0.0	6	-1
4	Cc1ccc(-c2nnn(CC(=O)Nc3ccc(S(=O)(=O)N4CCC(C)CC4)cc3)n2)cc1	13	-13	15*	-1	-2	/	/	-3.9	7	68*
5	Cc1ccc(S(=O)(=O)N2CCc3ccccc3C2)cc1C	-7	7	2	-5	-9	2	0	-1.7	0	-3
6	COc1cccc(-c2noc(CCCC(=O)N3CCOCC3)n2)c1	/	/	-1	7	-8	0	1	0.5	-1	2
7	COc1ccc([C@H]2CC(=O)C=C(c3ccc(-c4ccccc4)cc3)C2)cc1OC	-48	48	9	0	1	/	-1	0.0	5	-6
8	COc1ccccc1CNC(c1ccccc1)c1ccccc1	-14	14	2	-1	-5	-6	-1	0.5	-10	-2
9	O=C(O)C1CCCCC1C(=O)Nc1cnn(Cc2ccccc2)c1 (stereo not drawn)	19	-19	0	2	-17	-7	/	-1.2	-8	-4
10	CNC(=S)NC1CC2CCCC(C1)N2Cc1ccc(C)cc1 (stereo not drawn)	16	-16	0	4	8	1	-1	1.4	/	-16
11	O=C(CCN1CCOCC1)c1ccc(N2CCCCC2)cc1	-1	1	0	4	3	43	1	2.1	6	3
12	O=C(CSc1nc(-c2ccccc2)nc2ccccc12)Nc1nccs1	-45	45	9	1	-6	13	-9	0.0	-10	11
13	CN1CCN(S(=O)(=O)c2ccc(C(=O)NC3CCCCC3)cc2)CC1	/	/	-3	-4	-9	/	-5	-0.3	1	6
14	CCSc1nc2ccccc2c(=O)n1Cc1ccc(F)cc1	14	-14	-2	-1	-11	0	-1	0.2	-1	-3
15	COc1ccc(C2CC(c3cccs3)=NN2C(=S)Nc2ccccc2)cc1OC (stereo not drawn)	-9	9	-1	-2	11	-4	-1	/	-10	0
16	Cn1[nH]c(CSc2ccc(Cl)cc2)cc1=O	31	-31	-6	-1	-4	7	7	2.0	-1	1
17	CC(C)c1cc(C(=O)O)n[nH]1	10	-10	7	8	4	4	/	8.9	-1	1
18	CCSC1=C(C#N)C2(CCCCC2)C(C#N)=C(N)N1	-1	1	5	-1	-17	5	1	0.2	5	-14
19	CC(=O)OC1COC(n2c(O)c(N=NC(N)=S)c3ccccc32)C(OC(C)=O)C1OC(C)=O (stereo not drawn)	-42	42	-1	-5	-9	/	-1	1.5	-4	-2
20	NC(=O)NC(CC(=O)NCc1ccc2c(c1)OCO2)c1ccccc1Cl (stereo not drawn)	10	-10	2	-8	1	-14	1	-0.9	-2	0
21	NS(=O)(=O)c1ccc(NC(=O)CSc2nnc(-c3cnccn3)n2-c2ccccc2)cc1	8	-8	-2	-6	-8	-1	/	-0.2	-10	0
22	CC(C)NC(=O)N(C)C[C@H]1Oc2c(NS(=O)(=O)c3ccccc3)cccc2C(=O)N([C@H](C)CO)C[C@@H]1C	26	-26	3	2	-9	1	-2	-0.4	3	-2
23	S=C(Nc1ccccc1Cl)N1CCN(Cc2ccccc2)CC1	11	-11	-1	3	-5	-4	2	-1.2	3	2
24	COC(=O)CNC(=O)C1CCN(c2nc(C)cc(C)n2)CC1	5	-5	4	0	-10	-4	/	0.1	4	5
25	O=C(Nc1nc2ccccc2[nH]1)c1ccccc1	-14	14	0	4	-15	-8	/	4.4	-8	-4
26	CC(C)OC(=O)CSc1nnc(-c2ccc(Cl)cc2Cl)o1	5	-5	-3	0	-8	9	/	1.5	-3	1
27	CCN(CC)S(=O)(=O)c1ccc(N2CCOCC2)c(NC(=O)C2CCCC2)c1	13	-13	4	8	1	18	/	-1.9	5	-2
28	CCCSc1nc(N)nc(-c2cccs2)c1C#N	-22	22	1	-2	14	76	/	-0.1	12	-26
29	Cc1ccc(CNC(=O)CSc2nnc(CNC(=O)c3ccccc3)o2)cc1	13	-13	2	-3	16	9	2	-1.9	18	-1
30	COc1ccccc1NC(=O)CSc1ccc(-c2cccs2)nn1	4	-4	4	6	-10	-2	0	-0.9	7	-16
31	Cc1cc(NS(=O)(=O)c2ccc(NC(=O)COc3ccccc3[N+](=O)[O-])cc2)no1	-4	4	0	-2	-16	-1	-2	-0.5	-2	-5
32	COc1ccc(CNC(=O)Nc2cccc(C(F)(F)F)c2)cc1OC	-7	7	2	2	2	-4	/	-1.3	10	-11
33	COc1ccc(S(N)(=O)=O)cc1C(=O)NCC(C)(C)N1CCOCC1	/	/	0	-4	6	-9	-11	0.5	-11	-5
34	CC(=O)Nc1nc(-c2cccc3ccccc23)cs1	-2	2	2	5	-23	/	2	-0.8	2	-6
35	Cc1ccc2c(cnn2C(=O)CCCC(=O)NC(C)c2ccccc2)c1 (stereo not drawn)	28	-28	15	2	-14	10	16	1.3	9	-8
36	CCOc1cc(/C=C2/C(=N)N3N=C(C)SC3=NC2=O)ccc1OS(=O)(=O)c1ccc(C)cc1	0	0	1	1	-10	-14	-3	1.6	4	-15
37	CC1CCCCC1NC(=O)CCCN1C(=O)c2ccccc2C1=O (stereo not drawn)	17	-17	-6	1	-10	2	2	-8.9	-4	1
38	COc1ccc(C(C)=O)cc1COC(=O)CNC(=O)C1CCCCC1	-23	23	0	4	-17	9	0	0.2	-5	-1
39	CCC(=O)Nc1nc2c(OC)ccc(C)c2s1	-27	27	-3	-4	-4	/	-5	-1.4	2	-2
40	CC(C)(C(=O)O)c1ccc(C(O)CCCN2CCC(C(O)(c3ccccc3)c3ccccc3)CC2)cc1 (stereo not drawn)	7	-7	0	2	-10	19	4	0.1	2	-6
41	Cc1ccc(S(=O)(=O)NC(C)C(c2cccs2)N2CCN(c3ccccc3)CC2)cc1 (stereo not drawn)	10	-10	4	2	3	/	-1	-3.8	7	-3
42	O=C(Nc1ccc2c(c1)CCC2)c1ccc(Cl)nc1	-48	48	2	4	7	20	11	0.2	-5	-9
43	Nc1ccc(C2(c3ccc(N)cc3)c3ccccc3C(=O)c3ccccc32)cc1	-7	7	4	-2	8	-2	0	-1.3	8	-4
44	CCCc1cc2c(cc1NC(=O)c1ccc(C(C)(C)C)cc1)OCO2	-18	18	1	-15	-3	4	3	-4.8	-20	-2
45	C=C(C)C1Cc2c(C)nn(-c3cccc4cccnc34)c2C1 (stereo not drawn)	-28	28	8	1	-5	-9	0	-1.0	4	-8
46	Cc1ccc(SC(CC(=O)c2ccc(F)cc2)C(=O)O)cc1 (stereo not drawn)	32	-32	-2	2	4	/	8	1.4	14	-8
47	CCOC(=O)C1CCN(C(=O)C2CCN(S(=O)(=O)N3CCC4(CC3)OCCO4)CC2)CC1	10	-10	-1	-1	2	-12	-1	0.1	-10	-7
48	CC(C)N(C(=O)[C@H]1C[C@H](CC(=O)NCc2ccco2)C(=O)N2CCc3c([nH]c4ccc(Cl)cc34)[C@]12C)C(C)C	-8	8	0	-5	-2	-24	-3	-0.2	8	-16
49	O=C(CSc1oc(-c2ccc(F)cc2)nc1S(=O)(=O)c1ccc(F)cc1)NCC1CCCO1 (stereo not drawn)	31	-31	0	-1	2	/	-4	-0.4	-8	13
50	CCc1nnc(NC(=O)CSc2nnc(COc3ccc(C#N)cc3)n2-c2ccccc2)s1	-17	17	-2	-4	-6	0	-3	/	-5	-8
51	O=c1oc2ccccc2c(O)c1Sc1ccc(Cl)cc1	21	-21	0	-5	-8	/	2	-0.2	-2	-6
52	Cc1cccc(C(=O)O/N=C(\N)c2ccc(Br)cc2)c1	-17	17	2	9	-13	21	/	2.3	-7	-2
53	COc1ccc(-c2[nH]ncc2CN2CCCC(C(=O)c3ccc(OC)cc3OC)C2)cc1 (stereo not drawn)	14	-14	-3	-2	6	-8	0	-3.7	/	-8
54	Cc1ccc(Cn2ccnc2C(=O)Nc2ccccc2)cc1	14	-14	-3	-5	-2	29	12	-1.3	0	4
55	CCCCOC(=O)C1=C(C)NC(=O)NC1c1cccc([N+](=O)[O-])c1 (stereo not drawn)	-4	4	5	-5	-2	-7	6	-0.3	5	-2
56	COc1ccc(O)c(C=NCC(C)N=Cc2cc(OC)ccc2O)c1 (stereo not drawn)	13	-13	0	-4	7	-17	-1	0.8	31	-8
57	CCn1c(=O)c(C(=O)NCc2ccccn2)c(O)c2ccccc21	-2	2	2	-3	8	/	-2	0.8	6	-44
58	N#CC(=C(O)CN1CCN(c2ccccc2F)CC1)c1nc(-c2ccc(Cl)cc2)cs1	-27	27	0	-5	7	-6	0	-1.0	2	-7
59	CSC1=N/C(=C\c2ccc(C)cc2)C(=O)S1	13	-13	-7	-2	-19	-10	/	0.4	1	3
60	CC1(C)Cc2c(C#N)c(N)sc(=S)c2CO1	12	-12	2	3	-3	14	9	0.6	-3	-4

Next section:
no.	Molecule	SR-BI uptake up	SR-BI DiI inh	HTR5A ag ctr	cardiac RTF act	PvdQ inh	MITF TRPM1 HTS	Wnt act	CDK5 p35 inh	Rtt109 Vps75	dFosB activator
61	CC(=O)N/N=C/c1cc([N+](=O)[O-])ccc1OCCOc1ccccc1	-25	25	-6	1	3	-6	/	-0.2	13	-11
62	C=CCn1c(C)cc(C(=O)CSc2nc(N)cc(N)n2)c1C	14	-14	4	-2	-3	-4	0	-0.5	0	-1
63	COc1ccc(C(=O)Nc2ccc(S(=O)(=O)Nc3nccc(C)n3)cc2)cc1	-9	9	-4	-2	-17	-11	0	0.5	-1	-1
64	COc1cccc(/C=C2\Sc3ccc(C(=O)NCC4CCCO4)cc3N(C)C2=O)c1 (stereo not drawn)	-77	77*	-3	5	-9	-8	0	/	2	1
65	CC1(C)CC(=O)c2c(O)cc(OCC(=O)N3CCN(c4ccc(F)cc4)CC3)cc2O1	-80	80*	-4	3	6	0	1	0.7	10	-9
66	N#Cc1c(-n2cccc2C=O)sc2c1CCCC2	5	-5	-1	0	14	-3	0	0.9	0	8
67	Cc1c(Nc2c3ccccc3nc3ccccc23)c(=O)n(-c2ccccc2)n1C	6	-6	2	5	1	/	-3	0.6	-58	2
68	CC(C)C[C@H](NC(=O)N1CCn2c1nc1ccccc12)C(=O)NCc1ccco1	-2	2	/	0	-4	-8	3	-0.6	-1	-19
69	Cn1c(CCNC(=O)c2cc(COc3ccc(F)c(F)c3)on2)nc2ccccc21	26	-26	5	-1	-20	13	-1	-1.1	1	-8
70	Cc1cc(C)cc(NC(=O)CSc2nc(=O)n(CCCN3CCOCC3)c3c2CCCC3)c1	-8	8	1	-3	-2	-8	-3	0.7	2	-12

Assay outcomes (PubChem BioAssay)
